Source: PubChem BioAssay (several laboratories)
PfM18AAP inh: blocks P. falciparum M18 aspartyl aminopeptidase; actives 1.2% (n = 290,000); recombinant PfM18AAP, H-Glu-NHMec fluorogenic cleavage; AID 1822; inhibition, % at 7.35 µM;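 active = inhibition above the campaign mean inhibition over all tested compounds plus 3 SD, cut at about 28% in these data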;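 also: 0% = plate median of test compound wells and 100% = 2 mM ZnCl2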
OXTR potentiator: potentiates the human oxytocin receptor response | AID 2445 | activation, % at 3 µM | CHO-OTR cells, Fluo-8 calcium fluorescence, potentiator mode; 0% = oxytocin EC15, 100% = EC100 | actives 0.061% (n = 320,000);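 active = activation above that plate's cutoff, the mean activation of tested compounds plus 3 SD, cut at about 6.6% in these data, passing the limit was not always enough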;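 also: 100% uses oxytocin at 75 nM as the full agonist control; some results filed as inactive read as strong as hits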
Target sequence (P30559 whole entry, looked up): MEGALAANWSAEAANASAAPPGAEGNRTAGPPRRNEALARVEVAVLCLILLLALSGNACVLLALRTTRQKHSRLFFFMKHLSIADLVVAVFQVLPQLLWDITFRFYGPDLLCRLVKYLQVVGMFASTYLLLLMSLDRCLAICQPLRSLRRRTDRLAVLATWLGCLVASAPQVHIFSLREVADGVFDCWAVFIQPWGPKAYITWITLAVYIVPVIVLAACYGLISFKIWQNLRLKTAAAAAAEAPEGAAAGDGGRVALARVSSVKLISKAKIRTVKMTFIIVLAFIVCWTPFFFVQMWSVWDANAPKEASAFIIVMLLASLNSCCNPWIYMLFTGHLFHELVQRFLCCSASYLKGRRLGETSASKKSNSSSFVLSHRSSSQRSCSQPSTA
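Measured by – Fluo-8 calcium dye fluorescence · Test system – human OTR in CHO cells · Dosing – one concentration, 3.0 µM compound · Controls – EC15 oxytocin alone as 0%, 75 nM oxytocin as 100% · Evaluation – normalized max/min fluorescence ratio, % activation · Timing – 6 min pre-incubation, 100 s read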
GalR3 antagonist: blocks the human galanin receptor 3; AID 651719; actives 0.44% (n = 360,000); inhibition, % at 3 µM; HEK293 GalR3-CNG cAMP membrane potential fluorescence; galR3 body fused to GalR1 C-terminus; O60755;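 active = inhibition above the screen-wide average plus 3 SD, cut at about 13% in these data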;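 also: forskolin and galanin both at EC90 stimulate the cells; cAMP rise reported by CNG channel membrane potential dye signal; 0% = forskolin plus galanin with DMSO and 100% = forskolin alone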
Target sequence (O60755 1-299 limits assumed): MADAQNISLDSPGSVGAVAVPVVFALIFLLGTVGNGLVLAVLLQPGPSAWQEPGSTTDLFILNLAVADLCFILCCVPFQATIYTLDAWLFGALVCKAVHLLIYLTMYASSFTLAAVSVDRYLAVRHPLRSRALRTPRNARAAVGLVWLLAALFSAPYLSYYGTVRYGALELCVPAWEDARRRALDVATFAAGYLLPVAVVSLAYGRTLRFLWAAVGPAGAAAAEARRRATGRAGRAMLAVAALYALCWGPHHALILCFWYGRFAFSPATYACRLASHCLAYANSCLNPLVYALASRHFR
OXTR ag: human OXTR agonism. P30559. CHO-OTR cells, Fluo-8 calcium fluorescence; normalized: DMSO 0%, oxytocin 100%. activation, % at 3 µM. actives 0.32% (n = 320,000);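 active = activation above the mean of all tested compounds plus 3 SD, cutoff set per screening run, cut at about 20% in these data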;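 also: peak over basal fluorescence ratio from a 100 s FLIPR kinetic read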
GPR7 antagonist: blocks human GPR7 receptor signaling; P48145; GPR7-expressing cells, fluorescence antagonist assay; inhibition, % at 4.4 µM; actives 1.1% (n = 290,000); AID 1861; in the data active = inhibition above about 16%, passing the limit was not always enough;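 also: cells stimulated with the agonist NPW; 0% = agonist with vehicle and 100% = vehicle without agonist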
Target sequence (P48145 whole entry, looked up): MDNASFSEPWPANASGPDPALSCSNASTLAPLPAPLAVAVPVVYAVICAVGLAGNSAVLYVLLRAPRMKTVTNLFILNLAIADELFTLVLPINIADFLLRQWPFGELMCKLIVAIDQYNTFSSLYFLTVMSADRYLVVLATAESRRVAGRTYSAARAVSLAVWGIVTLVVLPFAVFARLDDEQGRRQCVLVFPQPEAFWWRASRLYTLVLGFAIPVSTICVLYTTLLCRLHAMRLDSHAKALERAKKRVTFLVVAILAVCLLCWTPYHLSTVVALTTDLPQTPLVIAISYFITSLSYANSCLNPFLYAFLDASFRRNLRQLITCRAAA
MEKK2mut PB1 HTS: signal of MEK5 binding to mutant human MEKK2 PB1 domain | bead flow cytometry, Alexa488-MEK5 binding to MEKK2 mutant | percent response, % at 10 µM | actives 0.35% (n = 290,000); in the data active = percent response above about 24%, passing the limit was not always enough; also: inactives centre near 1; some results filed as inactive read as strong as hits
V1aR counter: activates human V1a receptor in oxytocin agonist counter-screen | CHO-V1R cells, Fluo-8 calcium fluorescence, agonist mode; 0% DMSO, 100% 3 nM vasopressin | activation, % at 3 µM | actives 0.25% (n = 320,000) | AID 2797;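 active = activation above the mean activation of all tested compounds plus 3 SD, per screening run, cut at about 20% in these data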;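 also: signal is peak over basal fluorescence ratio across a 100 second FLIPR read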
MEKK2wt PB1 HTS: raises or lowers MEK5 binding to wildtype human MEKK2 PB1 domain; bead flow cytometry, Alexa488-MEK5 binding to MEKK2 WT; actives lie on both sides; binding response (% of control), % at 10 µM; actives 1.1% (n = 290,000); AID 1531; in the data active = binding response below about 67% or above about 130%; inconclusive = no clear call, values can overlap the other calls; inactive = in between
NALP1 inh: NALP1 inhibition; S. cerevisiae NALP1/ASC/caspase-1 growth, X-gal OD620, 72 h; inhibition, % at 10 µM; actives 0.61% (n = 280,000); in the data active = inhibition mostly above about 24%, no sharp cut-off; inactive = mostly below about 32%; also: some compounds called inactive have numbers as strong as hits
Numbers without * were called inactive; u = inconclusive; x = no result given.

SMILES | PfM18AAP inh | OXTR potentiator | GalR3 antagonist | OXTR ag | GPR7 antagonist | MEKK2mut PB1 HTS | V1aR counter | MEKK2wt PB1 HTS | NALP1 inh
CCc1ccc(/C=N/NC(=O)c2cc(C3CC3)nc3ccccc23)s1 | 5 | -17 | -3 | -0.8 | 11 | 3 | -0.3 | 100 | 2
Cc1cc(=O)[nH]c(SCC(=O)NC(c2ccccc2)c2ccccc2)n1 | 2 | -8 | -3 | -0.7 | -10 | 4 | 0.5 | 104 | -12
Cc1nn(CC(=O)N2CCOCC2)c(=O)c2ccccc12 | 6 | -2 | 3 | 0.5 | -4 | 4 | 0.9 | 104 | -8
O=c1[nH]c2ccccc2nc1/C=C/c1ccccc1 | 0 | -1 | -4 | -1.8 | 1 | -13 | -0.9 | 85 | 3
CN(C)S(=O)(=O)c1ccc(NC(=O)CSc2nc3ccccc3n2-c2ccccc2)cc1 | 0 | -9 | -3 | -0.3 | -8 | -2 | 2.0 | 101 | 28
Cc1ccc(NC(=O)CSc2sc3c(O)cc(=O)[nH]c3c2C#N)c(F)c1 | 13 | -5 | -6 | 0.1 | -3 | 8 | 0.9 | 104 | 11
O=C(O)CC(NC(=O)C(c1ccccc1)c1ccccc1)c1ccc(F)cc1 (stereo not drawn) | 8 | -6 | -11 | 0.7 | -5 | 1 | 0.1 | 99 | 4
CC1(C)CC(=O)C2=C(C1)OC1OC(=O)CC21C (stereo not drawn) | -9 | 1 | -2 | 0.2 | -2 | -8 | -0.2 | 87 | 11
COc1ccc(/C=C/C(=O)c2cc3cccc(OC)c3oc2=O)cc1 | 3 | -2 | 24* | 0.9 | -6 | -10 | 0.6 | 88 | -12
COc1cccc(-c2sc3ccc(OC)cc3c2C#CC2(O)CCCCC2)c1 | x | -10 | -4 | 1.6 | x | x | 0.9 | x | x
O=C(N/N=C/c1ccc2c(c1)OCO2)C1CC1 | 11 | -9 | -5 | 0.0 | 17 | 1 | -0.9 | 93 | 6
CC(C)CCNC(=O)CCc1nnc(COc2ccccc2)o1 | 1 | x | 6 | x | 4 | -9 | x | 94 | -5
O=C(COc1ccc2ccccc2c1)Nc1ccccc1C(=O)O | 5 | -3 | 3 | -1.6 | -4 | 2 | 0.3 | 104 | 7
CC(=O)Cc1nsc(NC(=O)c2cccs2)n1 | -2 | -13 | -5 | 1.0 | -7 | -1 | 2.3 | 99 | 22
CN(C)c1cc(C(F)(F)F)nc(-c2ccccn2)n1 | -7 | 0 | -2 | 1.0 | -14 | -5 | 0.2 | 104 | 30
NC(=O)Nc1ccc(C(=O)OCC(=O)NCc2ccc3c(c2)OCO3)cc1 | x | -7 | -1 | -0.2 | x | x | 0.3 | x | x
Cc1cc(N)n(-c2ccc(S(=O)(=O)N3CCOCC3)cc2[N+](=O)[O-])n1 | 3 | -2 | 1 | -0.1 | -2 | 0 | -0.3 | 99 | -18
O=C(COC(=O)C1CCCCC1C(=O)N1CCc2ccccc21)NCc1ccco1 (stereo not drawn) | -7 | -6 | -1 | -2.0 | 2 | x | 4.5 | x | -11
O=C(COc1ncnc2ccccc12)Nc1cc([N+](=O)[O-])ccc1F | -9 | -5 | -5 | 0.6 | -7 | -2 | -0.3 | 94 | 5
Cc1ccc(S(=O)(=O)N2CCCC(C(=O)NCCc3ccccc3)C2)cc1 (stereo not drawn) | 4 | -12 | -8 | -0.6 | -28 | 2 | 1.6 | 104 | -1
O=C(NCc1ccco1)C1CCN(C(=O)Cc2ccccc2)CC1 | 12 | 4 | 0 | -0.5 | 5 | -1 | 0.5 | 101 | 0
CCN1C(=O)c2cccc3c(NC(=O)c4ccccc4)ccc1c23 | -1 | -1 | 7 | 3.3 | -11 | 2 | 0.9 | 99 | 17
CCC1C/C(=C\c2cc(OC)c(OC)cc2OC)C(=O)/C(=C/c2cc(OC)c(OC)cc2OC)C1 (stereo not drawn) | 14 | -16 | x | 1.4 | -17 | -3 | 2.7 | 99 | 15
CCOC(=O)C1=C(N)OC2=C(C(=O)CC(C)(C)C2)C1c1cccnc1 (stereo not drawn) | -10 | -1 | -5 | -0.8 | -2 | 0 | 0.7 | 99 | 12
Cc1nn(-c2ccc(N3CCCCC3)nn2)c(C)c1CCC(=O)Nc1ccc(F)cc1 | -3 | -5 | -7 | 1.6 | -7 | 6 | 0.8 | 106 | -6
O=C(COC(=O)Cc1cccc(C(F)(F)F)c1)Nc1ccc2c(c1)OCCO2 | 5 | -6 | -3 | -1.0 | -13 | 1 | 0.5 | 107 | 19
Brc1ccc(-c2ccc(CNCc3ccccn3)o2)cc1 | 8 | -6 | -10 | 2.8 | -5 | 10 | 2.9 | 117 | -21
O=C(NCc1ccc(Cl)cc1)[C@@H]1CCCN1S(=O)(=O)c1ccc(Cl)cc1 | x | -9 | -4 | 1.3 | x | x | 3.4 | x | x
NNC(=O)CC(=O)NC1(Cc2ccc(O)cc2)CCCCC1 | 2 | -10 | -6 | 0.8 | 4 | -13 | -0.3 | 82 | 0
C[C@H](CO)N1C[C@H](C)[C@@H](CN(C)C(=O)NC2CCCCC2)Oc2c(NC(=O)CCC(F)(F)F)cccc2C1=O | x | -2 | -6 | 0.6 | x | x | 0.9 | x | x
CCOC(=O)c1ccc(NC(=O)CSc2nnc(CCc3ccc(C)o3)n2-c2ccccc2)cc1 | 5 | -9 | -2 | -1.6 | -2 | 3 | -0.4 | 105 | 1
COc1ccc(CC(=O)NCc2cccs2)cc1 | 0 | -6 | -3 | 1.3 | -4 | -1 | 0.0 | 96 | 5
O=C1C=C(Nc2ccccc2O)c2ccccc2C1=O | 19 | 3 | -10 | 1.5 | 3 | -1 | 1.8 | 102 | -3
CCNc1ccc(C(=O)OCC(=O)N(Cc2ccccc2)C(C)(C)C)cc1[N+](=O)[O-] | 3 | -6 | -3 | -0.7 | -5 | 9 | 0.0 | 107 | 28
Clc1nc(-c2ccccc2)c2ccccc2n1 | -1 | 2 | -7 | -2.4 | -7 | 4 | -1.1 | 107 | 2
Nc1ccn(CC(=O)N2CCN(c3ccccn3)CC2)c(=O)n1 | x | -4 | -2 | 1.4 | x | x | -0.2 | x | x
CCCn1c(N)c(NCCN2CCOCC2)c(=O)n(CC(=O)NCc2ccccc2)c1=O | -5 | -3 | -3 | 0.0 | 9 | -4 | -0.1 | 85 | 20
CCN(CC)C(=O)Cn1c(=O)n(CCC(=O)Nc2ccc(F)cc2)c(=O)c2sccc21 | -3 | -2 | -5 | -0.1 | -5 | -2 | -1.0 | 97 | 4
Cc1noc(/C=C/N(C)C)c1S(=O)(=O)N(C)CC(=O)N1CCc2ccccc21 | 1 | -18 | x | -0.2 | 15 | 1 | 1.6 | 103 | 31
O=C(N/N=C/c1ccc(Br)s1)c1cccc([N+](=O)[O-])c1 | 3 | -6 | 0 | 0.8 | -10 | -1 | 0.2 | 102 | 28
Cc1nc(N2CCN(c3ccccn3)CC2)c2c(C)c(C(=O)Nc3ccc(F)cc3F)sc2n1 | 1 | -4 | -2 | 0.0 | -15 | 0 | 0.0 | 100 | 0
COc1cccc(CNC(=O)CCn2c(=O)c3cccn3c3cccnc32)c1 | -6 | -4 | 4 | 0.4 | -10 | 3 | 0.6 | 109 | 8
Cc1cccc(OCCCC(=O)N2CCCc3ccccc32)c1C | -7 | -7 | -8 | -1.2 | -7 | 1 | -1.0 | 96 | 6
Cc1ccc(S(=O)(=O)N2CCN(c3c([N+](=O)[O-])cc(C(F)(F)F)cc3[N+](=O)[O-])CC2)cc1 | -5 | -5 | -5 | -2.3 | 1 | -2 | -0.4 | 107 | 31
CN(CCC#N)C(=O)CC(Cc1ccccc1)C1CCOC(C)(C)C1 (stereo not drawn) | -9 | -4 | -2 | 0.3 | -5 | -29 | 0.3 | u | 25
COc1ccc(N2C(=O)C(CN3CCCCC3)C2c2ccccc2)cc1 (stereo not drawn) | 1 | -11 | -6 | 0.6 | -4 | 1 | -0.5 | 105 | 10
NC(=O)COC(=O)c1ccc(NS(=O)(=O)c2ccc3c(c2)OCCO3)cc1 | 1 | 4 | 0 | 0.9 | -4 | 3 | 1.7 | 102 | x
Cc1ccc(S(=O)(=O)NCCC(=O)N2CCN(c3cccc(Cl)c3)CC2)cc1C | 6 | -10 | -2 | 3.4 | -6 | 4 | 7.7 | 97 | 5
Cc1ccc(-c2nnn(CC(=O)N(c3ccccc3)C(C(=O)NCC3CCCO3)c3ccc(Cl)cc3)n2)cc1 (stereo not drawn) | 1 | 2 | -3 | -0.9 | -9 | -8 | -0.5 | 86 | 20
CS(=O)(=O)N1CCCC(C(=O)NCc2ccc(F)cc2)C1 (stereo not drawn) | -9 | 1 | -2 | -0.5 | -3 | -2 | 0.2 | 96 | 9
CC(=O)c1cccc(NC(=O)c2nc(-c3ccccc3)oc2C)c1 | 8 | -2 | 2 | -2.1 | -12 | -2 | -0.6 | 100 | 1
Cc1cc(C)n2nc(SCC(=O)NC3CCCCC3)nc2n1 | 27 | -3 | -8 | -0.7 | -8 | 0 | -1.3 | 102 | 9

Laid out differently: 4 of the compounds above.
compound: CN(CCC#N)C(=O)CC(Cc1ccccc1)C1CCOC(C)(C)C1 (stereo not drawn)
  PfM18AAP inh: -9 | OXTR potentiator: -4 | GalR3 antagonist: -2 | OXTR ag: 0.3 | GPR7 antagonist: -5 | MEKK2mut PB1 HTS: -29 | V1aR counter: 0.3 | MEKK2wt PB1 HTS: u | NALP1 inh: 25

compound: CC(=O)c1cccc(NC(=O)c2nc(-c3ccccc3)oc2C)c1
  PfM18AAP inh: 8 | OXTR potentiator: -2 | GalR3 antagonist: 2 | OXTR ag: -2.1 | GPR7 antagonist: -12 | MEKK2mut PB1 HTS: -2 | V1aR counter: -0.6 | MEKK2wt PB1 HTS: 100 | NALP1 inh: 1

compound: CS(=O)(=O)N1CCCC(C(=O)NCc2ccc(F)cc2)C1 (stereo not drawn)
  PfM18AAP inh: -9 | OXTR potentiator: 1 | GalR3 antagonist: -2 | OXTR ag: -0.5 | GPR7 antagonist: -3 | MEKK2mut PB1 HTS: -2 | V1aR counter: 0.2 | MEKK2wt PB1 HTS: 96 | NALP1 inh: 9

compound: Cc1ccc(-c2nnn(CC(=O)N(c3ccccc3)C(C(=O)NCC3CCCO3)c3ccc(Cl)cc3)n2)cc1 (stereo not drawn)
  PfM18AAP inh: 1 | OXTR potentiator: 2 | GalR3 antagonist: -3 | OXTR ag: -0.9 | GPR7 antagonist: -9 | MEKK2mut PB1 HTS: -8 | V1aR counter: -0.5 | MEKK2wt PB1 HTS: 86 | NALP1 inh: 20

Rows are unselected. Share with any hit: about 4.1%.
